# Tau fluor counter = Counterscreen qHTS for Inhibitors of Tau Fibril Formation, Fluorescence Polarization. tau K18 P301L Alexa594 fluorescence, heparin fibrillization. Potency, µM (titrated, usually from 57.7 µM), for inactives: at the top dose activity change, negative = decrease. 280,000 tested, 0.93% active; further: nearly all actives have a fitted effect of over 55% in size
#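 Human K18 P301L tau (15 uM unlabeled plus 0.24 uM Alexa 594-labeled, final) in 100 mM sodium acetate pH 7 was mixed with compound and 20 uM heparin and incubated 6 hr at 37 C.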
# Tau fibril ThT = qHTS for Inhibitors of Tau Fibril Formation, Thioflavin T Binding; Microtubule-associated protein tau (Homo sapiens), P10636; recombinant tau K18 P301L (four-repeat tau fragment), heparin-induced fibrillization, ThT fluorescence; Potency, µM (doses to about 57.4 µM), for the others: top-dose activity, negative = inhibition, actives largely listed as inhibitors; 270,000 tested, 2.1% active; AID 1460, 2008; further: nearly all actives have a fitted effect of over 55% in size
# Target sequence (P10636 561-689 P618L limits assumed): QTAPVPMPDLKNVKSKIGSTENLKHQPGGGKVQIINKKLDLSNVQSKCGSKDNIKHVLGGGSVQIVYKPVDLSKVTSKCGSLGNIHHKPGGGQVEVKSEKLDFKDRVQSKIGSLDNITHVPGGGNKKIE
#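 Heparin-induced (20 uM) aggregation of recombinant human K18 P301L tau, 15 uM unlabeled with 0.24 uM labeled, pH 7 acetate buffer, 6 hr at 37 C with compound. Fibrils quantified by 30 uM ThT fluorescence after 1 hr ambient incubation.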
# Tau fibril FP = qHTS for Inhibitors of Tau Fibril Formation, Fluorescence Polarization; AID 1468, 2008; Potency, µM (top dose mostly 57.7 µM), for the others: top-dose activity, negative = inhibition, most hits filed as inhibitors; K18 P301L tau heparin fibrillization, Alexa594 FP, 6 h; Microtubule-associated protein tau (Homo sapiens), P10636; 280,000 tested, 0.39% active; further: nearly all actives have a fitted effect of over 55% in size
#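 Read-out: fluorescence polarization of Alexa 594-labeled tau (0.24 uM), 555 nm excitation, 632 nm emission. Mixtures held 15 uM unlabeled K18 P301L, compound and 20 uM heparin, pH 7 acetate buffer, incubated 6 hr at 37 C.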
# Starred values were filed as active, the others as inactive; ? = inconclusive. The call rests on the fitted dose curve; in most records, active means well fitted curve in the direction sought with a large enough effect; inconclusive means small, poorly fitted or top-dose-only effect, or another doubt; inactive means no such curve, though single readings can be large; an effect the other way counts as inactive or inconclusive. On the % scale 0 is the no-effect control and ±100 the full control effect; potency means the concentration at half of the fitted maximal effect. This is a subset. The share of hits here may be higher or lower than overall.
# Results follow in this order: Tau fluor counter | Tau fibril ThT | Tau fibril FP
[1] CN(C)C(=O)c1ccc2c(c1)N(CC(=O)NCc1ccc(F)cc1)C(=O)C1CCCCN21 (stereo not drawn)
 : 0% | -2% | -3%
[2] Cc1c(C(=O)NCc2ccccc2Cl)cccc1-n1cnc2cccnc21
 : 6% | 14% | -1%
[3] O=C(NCCc1ccc(Cl)cc1)c1ccc2c(c1)N(Cc1ccc(F)cc1)C(=O)CS2
 : -27% | -2% | -7%
[4] Cc1nc(N2CCOCC2)c2c(C(=O)N3CCN(c4cccc(C(F)(F)F)c4)CC3)c(C)oc2n1
 : -3% | -1% | 3%
[5] Cn1cnc(S(=O)(=O)N2CCC(C(=O)NCc3ccccc3Cl)CC2)c1
 : -1% | -3% | 2%
[6] COc1ccc(OC)c(NC(=O)Cn2c(=O)n(Cc3nc(C)no3)c(=O)c3ccccc32)c1
 : -5% | 0% | -3%
[7] COc1ccc(Cn2ccc3nc(C)c(C(=O)Nc4cccc(SC)c4)cc3c2=O)cc1
 : -17% | ? | -6%
[8] COc1ccc(C)cc1NC1(c2ccccc2)C(=O)c2ccccc2C1=O
 : -21% | -12% | 7%
[9] O=C(CCS(=O)(=O)c1cc2c3c(c1)CCN3C(=O)CC2)NCc1ccc(F)cc1
 : -28% | ? | -1%
[10] COCCCNS(=O)(=O)c1cc(-c2onc(C)c2C)ccc1OC
 : -10% | -5% | -8%
[11] CC(NC(=O)c1cc(Sc2ccc(F)cc2F)nc2ccccc12)c1ccccc1 (stereo not drawn)
 : -10% | -4% | 2%
[12] Cc1ccc(NC(=O)c2ccc(COc3ccccc3Cl)o2)cc1
 : -20% | -12% | -8%
[13] Cc1ccccc1Nc1nn2c(=O)c3ccc(C(=O)NCC(C)c4ccccc4)cc3nc2s1 (stereo not drawn)
 : -23% | ? | ?
[14] Cc1nc(-c2ccc(F)cc2)sc1CCNC(=O)C(=O)Nc1ccc2c(c1)OCO2
 : -7% | ? | -4%
[15] COc1cccc(CNC(=O)c2ccc3oc(=O)n(Cc4ccccc4)c3c2)c1
 : -27% | 2% | 0%
[16] O=C(CNC(=O)c1ccc(Cl)cc1)OCc1cc(=O)n2nc(C3CCCCC3)sc2n1
 : -6% | ? | 6%
[17] CC(C)c1nc2ccc(C(=O)NCc3ccc(N(C)C)cc3)cc2o1
 : -18% | -9% | 6%
[18] Cc1cc(Cl)ccc1NC(=O)CCCn1nc(C)c2c(C)n(-c3ccccc3)nc2c1=O
 : 11% | ? | 5%
[19] CCCCOc1ccc(CNC(=O)c2cnc3sc(N4CCOCC4)nn3c2=O)cc1
 : 2% | 4% | 5%
[20] Cc1cc(C)cc(OCCSc2nc(-c3ccc(C(C)(C)C)cc3)nc3cc(=O)[nH]n23)c1
 : 9% | 6% | -1%
[21] Cc1ccc(-n2cc(-c3ccccc3)c3c(N4CCCCC4)ncnc32)cc1
 : -6% | -10% | 1%
[22] CCN(C(=O)CSc1nc(-c2ccc(C(C)C)cc2)no1)c1cccc(C)c1
 : -19% | ? | -6%
[23] CCN1CCN(C(c2ccccc2F)c2c(O)cc(C)n(CCOC)c2=O)CC1 (stereo not drawn)
 : -6% | ? | -13%
[24] O=C(Nc1ccc(C(=O)OCc2cc(=O)n3nc(C4CC4)sc3n2)cc1)c1cccc(Cl)c1
 : -13% | -8% | -8%
[25] Cc1ccc2nc(N(Cc3cccnc3)C(=O)C3COc4ccccc4O3)sc2c1 (stereo not drawn)
 : -6% | -11% | -3%
[26] CCc1nc2cccnc2n1-c1ccc(CC(=O)Nc2ccccc2Cl)cc1
 : -13% | -10% | -2%
[27] CCN1CCN(C(=O)c2cnn(-c3ccc(F)cc3F)c2C2CCN(C(=O)OC(C)(C)C)CC2)CC1
 : -2% | 3% | -2%
[28] COc1ccccc1NC(=O)CCS(=O)(=O)c1cc2c3c(c1)CCN3C(=O)CC2
 : 5% | 8% | 3%
[29] CCCN(CCC)S(=O)(=O)c1ccc(C(=O)Nc2cccc(-c3nc4ccccc4[nH]3)c2)cc1
 : ? | 15% | 25µM*
[30] COc1cc(Cl)c(NC(=O)CN(C)S(=O)(=O)c2ccc3c(c2)CCCC(=O)N3)c(OC)c1
 : -21% | -9% | 0%
[31] O=C(Cn1nc(-c2ccc(Cl)cc2)ccc1=O)NCc1ccccc1Cl
 : -24% | -6% | -6%
[32] Cc1ccc(C)c(NC(=O)CN2CCN(C3CCCCC3)C(=O)C2=O)c1
 : 5% | 1% | 12%
[33] Cn1cc(S(=O)(=O)N2CCCCC2)cc1C(=O)NCc1ccc(Cl)cc1
 : -10% | 3% | -6%
[34] Cc1ccc(-c2noc(C3CC(=O)N(c4ccc5c(c4)OCCO5)C3)n2)cc1 (stereo not drawn)
 : -15% | ? | 8%
[35] CC1=C(c2ccc(F)cc2)S(=O)(=O)N=C1N1CCC(C(=O)NCCc2cccc(C)c2)CC1
 : -10% | ? | -4%
[36] CC(C)c1nn2c(=O)cc(COC(=O)c3ccccc3NC(=O)c3cccs3)nc2s1
 : 5% | -3% | 0%
[37] COc1ccccc1N1CCN(C(=O)C2CCN(S(=O)(=O)c3cccc4nonc34)CC2)CC1
 : -11% | -3% | 3%
[38] CC1CCC(Nc2ncnc3onc(-c4ccc(F)cc4)c23)CC1 (stereo not drawn)
 : -14% | 1% | -6%
[39] CC1CCCCN1c1csc2ccc(F)cc2c1=O (stereo not drawn)
 : -15% | ? | 4%
[40] Cc1ccc2c(c1)N(C(=O)C1CCN(S(=O)(=O)c3c(C)noc3/C=C/c3ccccc3F)CC1)CCO2
 : -9% | 1% | -4%
[41] CCOc1ccc(NC(=O)Cn2cc(C(=O)c3ccc(CC)cc3)c(=O)c3ccc(C)nc32)cc1
 : -6% | -5% | -9%
[42] Cc1cccc(-n2c(=O)c3c(c4cc(C)ccc4n3C)n(C)c2=O)c1
 : -7% | 2% | -8%
[43] CCOC(=O)c1ccc(CN(Cc2ccc(F)cc2)S(=O)(=O)c2cc(C(=O)Nc3ccccc3CC)ccc2F)cc1
 : -16% | -1% | -6%
[44] COc1ccc(NCc2cccn2-c2nnc(N3CCCCC3)s2)cc1OC
 : -20% | ? | -3%
[45] CCOC(=O)c1c(C)oc2nc(C)nc(N3CCN(c4cccc(C)c4C)CC3)c12
 : -2% | ? | -7%

# Given field by field: entries from further up.
(16) O=C(CNC(=O)c1ccc(Cl)cc1)OCc1cc(=O)n2nc(C3CCCCC3)sc2n1
  Tau fluor counter: -6% | Tau fibril ThT: ? | Tau fibril FP: 6%

(6) COc1ccc(OC)c(NC(=O)Cn2c(=O)n(Cc3nc(C)no3)c(=O)c3ccccc32)c1
  Tau fluor counter: -5% | Tau fibril ThT: 0% | Tau fibril FP: -3%

(37) COc1ccccc1N1CCN(C(=O)C2CCN(S(=O)(=O)c3cccc4nonc34)CC2)CC1
  Tau fluor counter: -11% | Tau fibril ThT: -3% | Tau fibril FP: 3%

(25) Cc1ccc2nc(N(Cc3cccnc3)C(=O)C3COc4ccccc4O3)sc2c1 (stereo not drawn)
  Tau fluor counter: -6% | Tau fibril ThT: -11% | Tau fibril FP: -3%

# Later entries:
nr | structure | Tau fluor counter | Tau fibril ThT | Tau fibril FP
46 | COc1ccc(-n2c(/C=C/c3cccc4ccccc34)nc3ccccc3c2=O)cc1Cl | -10% | -2% | ?
47 | CCN(C(=O)CSc1nc2ccccc2n1Cc1ccccc1C#N)c1ccccc1 | -11% | -14% | 5%
48 | COc1ccc(NC(=O)CSC2=Nc3ccccc3C3=NC(Cc4ccccc4)C(=O)N23)cc1Cl (stereo not drawn) | -26% | 8% | -9%
49 | CCOC(=O)CCN(c1ccccc1)S(=O)(=O)c1cc(-c2cc(C)no2)ccc1C | ? | -13% | -2%
50 | COc1ccc(-n2cc(-c3ccccc3)c3c(NCc4cccc(Cl)c4)ncnc32)cc1 | -5% | -7% | -6%
51 | COc1ccc(CNC(=O)c2ccc3nc(CCc4ccccc4)oc3c2)cc1OC | -21% | ? | -5%
52 | CCC(=O)Nc1nnc(S(=O)(=O)N(C)Cc2ccc(Cl)cc2)s1 | 1% | 10% | -6%
53 | O=C(Nc1c2c(nn1-c1ccc(Cl)cc1)CS(=O)(=O)C2)c1cccc(F)c1 | -7% | 11% | -3%
54 | COc1ccc(OC)c(NC(=O)c2cc(S(=O)(=O)NCCc3ccc(Cl)cc3)ccc2F)c1 | ? | 3% | -14%
55 | O=C(Cn1c(=O)nc(-c2ccccc2F)c2cc(Cl)ccc21)N1CCN(c2ccccc2F)CC1 | -3% | -10% | 0%
56 | COc1ccc2sc(N(Cc3cccnc3)C(=O)C3CCCCC3)nc2c1 | -18% | -17% | 6%
57 | Cc1ccc(OCc2cc(=O)n3cc(C)sc3n2)c(NC(=O)c2ccco2)c1 | -6% | -16% | -1%
58 | CCN(CC)S(=O)(=O)c1ccc2nc(NC(=O)c3ccc(Br)o3)sc2c1 | -18% | -1% | -6%
59 | Cc1ccc(-n2c(SCC(=O)N3CCC(C)CC3)nc3c([nH]c4ccccc43)c2=O)cc1 | 0% | 3% | 6%
60 | Cc1cccc(NC(=O)C2CCN(c3nnc(C)c4c(C)n(-c5ccccc5)nc34)CC2)c1C | 1% | -4% | -4%
61 | Cc1cccc(Cn2cc3c(=O)n(CC(=O)Nc4ccc(C)c(F)c4)nc-3c3cc(F)ccc32)c1 | -18% | ? | -4%

# Whole records from above. Screens in order: Tau fluor counter | Tau fibril ThT | Tau fibril FP
# Profile of `Cc1cccc(Cn2cc3c(=O)n(CC(=O)Nc4ccc(C)c(F)c4)nc-3c3cc(F)ccc32)c1` = -18% | ? | -4%
# Profile of `Cc1cccc(NC(=O)C2CCN(c3nnc(C)c4c(C)n(-c5ccccc5)nc34)CC2)c1C` = 1% | -4% | -4%
# Profile of `CCN(CC)S(=O)(=O)c1ccc2nc(NC(=O)c3ccc(Br)o3)sc2c1` = -18% | -1% | -6%
# Profile of `COc1ccc2sc(N(Cc3cccnc3)C(=O)C3CCCCC3)nc2c1` = -18% | -17% | 6%

# Some values from the list:
# `Cc1cccc(NC(=O)C2CCN(c3nnc(C)c4c(C)n(-c5ccccc5)nc34)CC2)c1C` in Tau fibril ThT has -4%
# `O=C(Cn1c(=O)nc(-c2ccccc2F)c2cc(Cl)ccc21)N1CCN(c2ccccc2F)CC1` in Tau fibril ThT has -10%
# `Cc1ccc(-n2c(SCC(=O)N3CCC(C)CC3)nc3c([nH]c4ccccc43)c2=O)cc1` in Tau fibril ThT has 3%
# `COc1ccc2sc(N(Cc3cccnc3)C(=O)C3CCCCC3)nc2c1` in Tau fluor counter has -18%
# `COc1ccc(OC)c(NC(=O)c2cc(S(=O)(=O)NCCc3ccc(Cl)cc3)ccc2F)c1` in Tau fibril ThT has 3%
# `Cc1ccc(OCc2cc(=O)n3cc(C)sc3n2)c(NC(=O)c2ccco2)c1` in Tau fluor counter has -6%
# `CCN(CC)S(=O)(=O)c1ccc2nc(NC(=O)c3ccc(Br)o3)sc2c1` in Tau fibril ThT has -1%

# Remaining list, next part
nr | structure | Tau fluor counter | Tau fibril ThT | Tau fibril FP
62 | COc1ccc(C)cc1NC(=O)c1cc(S(=O)(=O)N2CCC(C)CC2)cn1C | -6% | 11% | -3%
63 | CCOc1ccc(N2C(=O)c3[nH]nc(-c4ccccc4)c3C2c2ccc(O)c(OC)c2)cc1 (stereo not drawn) | -9% | 11% | -5%
64 | CC(=O)c1c(C)oc2c(Cl)cc(NS(=O)(=O)c3ccc(Cl)cc3)cc12 | -9% | 10% | -6%
65 | CCOC(=O)c1c(C)oc2nc(C)nc(NCCCN3CCN(c4ccccc4OC)CC3)c12 | -12% | -17% | 4%
66 | Cc1ccc(CCNC(=O)Cn2ncc3c([nH]c4ccc(C)cc43)c2=O)cc1 | -2% | 3% | -13%
67 | CCOC(=O)c1cc(S(=O)(=O)Nc2ccccc2)[nH]n1 | 2% | 7% | -3%
68 | CCOc1cccc2sc(N(Cc3cccnc3)C(=O)c3ccc(C#N)cc3)nc12 | -15% | -17% | ?
69 | Cc1nn(CCCC(=O)NCc2cccc(F)c2)c(=O)c2nn(-c3ccccc3)c(C)c12 | -5% | -2% | -7%
70 | CCOC(=O)c1c(N)n(-c2ccc(C)c(Cl)c2)c2nc3ccccc3nc12 | -25% | -14% | -1%
71 | CCOc1ccc(NC(=O)c2c(NCc3sccc3C)sc3c2CCCCC3)cc1 | ? | 14µM* | ?
72 | COc1ccccc1CN1CCN(C2CCN(C(=O)Nc3ccccc3)CC2)C(=O)C1=O | 1% | 3% | 2%
73 | COc1ccc(S(=O)(=O)NCC(c2ccco2)S(=O)(=O)c2ccc(C)cc2)cc1F (stereo not drawn) | -13% | 4% | -2%

# High-throughput results as filed in PubChem.
